EPAC1 antagonist = EPAC1 (human) antagonism | O95398 | EPAC1 GEF assay, Rap1b-BODIPY-GDP exchange fluorescence | Potency, µM (titrated, usually from 115 µM), inactives show top-dose activity change, negative = inhibition, hits mostly inhibitors | 360,000 compounds, 0.14% hits | AID 720709;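 note: potency is the fitted concentration of half-maximal effect; plate controls were vehicle for no effect and positive control for full effect; nearly all actives have a fitted effect of over 50% in size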
FUS yeast rescue = FUS proteinopathy suppression in yeast | S. cerevisiae FUS-expressing, growth rescue, OD600, 24 h | Potency, µM (highest dose often 76.6 µM), without a hit: at the top dose growth rescue (activation), usual class: activators | 390,000 compounds, 0.24% hits | AID 1347120;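 note: potency is the fitted concentration of half-maximal effect; plate controls were DMSO vehicle for no effect and reference control for full effect; nearly all actives have a fitted effect of over 55% in size; some results filed as inactive show a strong effect at the top dose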
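Cultures pregrown in 2.5% raffinose medium are shifted to minimal medium containing 2% galactose to express toxic FUS. Compounds are tested at several concentrations. After 24hr at 30C, growth is quantified at 600 nm absorbance.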
PI5P4Ka inh = PI5P4K alpha (human) kinase inhibition. PI5P4Kalpha enzyme, ADP-Glo luminescence, 60 min; active compounds read low. max response, %. 330,000 compounds, 1.2% hits. AID 652105; active = max response of -50% or lower; inconclusive = between -30% and -50%; inactive = -30% or higher; note: value at the top dose of about 77 µM; % is set by controls: 0 for no effect and ±100 for the full control effect
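Controls without substrate or without enzyme flank wells where PI5P4Kalpha converts substrate using 5 microM ATP (final). Incubation lasts 60 minutes at room temperature; ADP formed is read by ADP-Glo luminescence.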
EPAC1 agonist = agonists of human EPAC1 | EPAC1 agonist qHTS, biochemical assay; response scale: 100% = response to 6.5 mM cAMP | Potency, µM (titrated, usually from 154 µM), for inactives: top-dose activation, hits mostly activators | 360,000 compounds, 0.073% hits | O95398; note: potency is the fitted concentration of half-maximal effect; nearly all actives have a fitted effect of over 60% in size
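Fluorescent GDP-exchange assay: 100 nM EPAC1 with 250 nM Rap1B preloaded with BODIPY-GDP and 50 uM GDP; compounds tested as concentration series, 5 min at room temperature, then read every 5 min for 30 min (ex 480/em 540 nm); normalized to 6.5 mM cAMP.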
aSyn yeast inh = inhibitors of alpha-synuclein toxicity in yeast; Potency, µM (titrated, usually from 46.1 µM), for the others: at the top dose growth rescue (activation), usual class: activators; 370,000 compounds, 0.14% hits; Yeast expressing alpha-synuclein, growth rescue, BacTiter-Glo, 24 h; note: potency is the fitted concentration of half-maximal effect; % of control where 0% means no effect; nearly all actives have a fitted effect of over 65% in size
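Galactose-induced alpha-syn yeast (OD600=0.02, raffinose-pregrown) + pinned cpd, 24 hr, 30 deg C; growth by BacTiter-Glo luminescence. Growth restoration scores as activation.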
IL2 activator = activates IL-2 in a cell-based reporter assay; IL-2 activation reporter assay, cell-based qHTS; stimulated with anti-CD3/CD4/CD28 beads; in transgenic mouse T cells; activation, % (series mostly up to about 46 µM); 360,000 compounds, 0.065% hits; AID 652025; in the data active = activation above about 50%; inconclusive = mostly about 30% to 49%; note: 0% is about no effect
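Unstimulated transgenic mouse T cells preincubated 60 min with compound, then stimulated with anti-CD3/anti-CD4-coated beads plus anti-CD28 for 18 h at 37 degrees C. IL-2 response read as EGFP and DsRed fluorescence by plate cytometry.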
Abeta rescue = A-beta toxicity reversal in yeast; yeast expressing A-beta42, growth rescue, OD600, 48 h; response scale: 0% DMSO, 100% iron-clioquinol control; Potency, µM (top dose mostly 46.1 µM), inactives show at the highest dose growth rescue, most hits filed as activators; 410,000 compounds, 0.063% hits; AID 1347071; note: potency is the fitted concentration of half-maximal effect; nearly all actives have a fitted effect of over 55% in size
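Growth rescue measured by 600 nm absorbance after 48 h yeast culture at 30 C with compound. Values normalized between DMSO and an equimolar ferric chloride plus clioquinol control.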
WRN inhibitor = blocks human WRN helicase. WRN helicase unwinding, fluorescent forked duplex, kinetic. 360,000 compounds, 0.46% hits. Potency, µM (series often up to 114 µM), for the others: at the top dose activity change, negative = inhibition, hits mostly inhibitors. AID 651768; note: potency is the fitted concentration of half-maximal effect; % is set by controls: 0 for no effect and ±100 for the full control effect; nearly all actives have a fitted effect of over 55% in size
Target sequence (Q14191 whole entry, looked up): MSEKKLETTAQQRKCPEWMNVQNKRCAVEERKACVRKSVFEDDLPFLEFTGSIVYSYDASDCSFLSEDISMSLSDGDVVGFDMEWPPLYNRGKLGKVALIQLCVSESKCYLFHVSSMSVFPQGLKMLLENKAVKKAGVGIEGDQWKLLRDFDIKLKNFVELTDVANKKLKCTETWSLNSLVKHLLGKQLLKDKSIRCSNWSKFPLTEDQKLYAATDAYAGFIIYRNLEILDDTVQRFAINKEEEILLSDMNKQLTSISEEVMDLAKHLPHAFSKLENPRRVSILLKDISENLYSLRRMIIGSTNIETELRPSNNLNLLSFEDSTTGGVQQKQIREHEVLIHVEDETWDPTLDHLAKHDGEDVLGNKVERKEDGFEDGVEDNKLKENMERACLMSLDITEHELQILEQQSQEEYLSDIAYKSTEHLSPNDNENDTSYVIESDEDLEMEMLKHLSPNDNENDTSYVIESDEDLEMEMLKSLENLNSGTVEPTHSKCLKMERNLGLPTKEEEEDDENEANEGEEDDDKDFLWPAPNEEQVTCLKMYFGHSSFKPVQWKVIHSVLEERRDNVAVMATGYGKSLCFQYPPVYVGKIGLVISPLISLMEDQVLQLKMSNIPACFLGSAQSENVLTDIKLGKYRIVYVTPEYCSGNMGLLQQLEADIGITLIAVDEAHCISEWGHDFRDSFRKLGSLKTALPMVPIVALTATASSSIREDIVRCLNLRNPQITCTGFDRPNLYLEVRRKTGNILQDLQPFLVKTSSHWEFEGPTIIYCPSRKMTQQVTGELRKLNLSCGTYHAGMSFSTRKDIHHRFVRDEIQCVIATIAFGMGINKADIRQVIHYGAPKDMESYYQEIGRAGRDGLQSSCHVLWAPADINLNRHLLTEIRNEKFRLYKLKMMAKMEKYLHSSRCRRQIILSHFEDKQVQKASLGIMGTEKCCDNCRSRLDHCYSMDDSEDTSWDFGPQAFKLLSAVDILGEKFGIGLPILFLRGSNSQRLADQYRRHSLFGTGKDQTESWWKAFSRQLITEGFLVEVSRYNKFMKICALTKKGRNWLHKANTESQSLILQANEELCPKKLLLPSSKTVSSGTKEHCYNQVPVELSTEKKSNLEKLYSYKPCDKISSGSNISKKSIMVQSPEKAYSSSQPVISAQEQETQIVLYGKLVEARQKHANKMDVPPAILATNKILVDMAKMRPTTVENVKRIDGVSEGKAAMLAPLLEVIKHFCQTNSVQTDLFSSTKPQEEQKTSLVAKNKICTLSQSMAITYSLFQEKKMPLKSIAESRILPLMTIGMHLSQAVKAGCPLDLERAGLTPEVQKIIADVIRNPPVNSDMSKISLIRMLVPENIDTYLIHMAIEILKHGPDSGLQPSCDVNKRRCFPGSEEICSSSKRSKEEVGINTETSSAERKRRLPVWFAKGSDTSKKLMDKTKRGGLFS
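Fluorescence dequenching readout, ex 525 nm/em 598 nm, kinetic mode: forked duplex DNA (100 nM final) with adjacent fluorophore and quencher unwound by WRN (20 nM final) with 2 mM ATP. Compound preincubation 15 min, room temperature.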
PLK1 PBD inh = PLK1 (human) polo-box domain binding inhibition | Plk1 PBD binding of FITC phosphopeptide, fluorescence polarization | 360,000 compounds, 2.8% hits | P53350 | Potency, µM, without a hit: max response, negative = inhibition, usual class: inhibitors; note: potency is the fitted concentration of half-maximal effect; series mostly up to about 57 µM; % is set by controls: 0 for no effect and ±100 for the full control effect; nearly all actives have a fitted effect of over 65% in size
* marks the source's active call; other numbers are inactive results; ? = inconclusive; . = no result given; [ ] = dose if it differs, or a comment. Unless noted, calls come from the whole dose curve; as a rule, active = well fitted curve in the direction sought with a large enough effect; inconclusive = small, poorly fitted or top-dose-only effect, or another doubt; inactive = no such curve, though single readings can be large; an effect the other way counts as inactive or inconclusive. Rows are unselected; 4.1% or so of the library scored in one or more.

SMILES	EPAC1 antagonist	FUS yeast rescue	PI5P4Ka inh	EPAC1 agonist	aSyn yeast inh	IL2 activator	Abeta rescue	WRN inhibitor	PLK1 PBD inh
O=C(C1CCC1)N1CCc2cc(S(=O)(=O)NCCCN3CCCCC3)ccc21	5%	8%	0	16%	-10%	-1.9	-17%	1%	-11%
CC1CCN(c2c(NCC3CCC(C(=O)N4CCc5ccccc5C4)CC3)c(=O)c2=O)CC1 (stereo not given)	6%	7%	-3	11%	-3%	-2.5	-19%	-7%	-5%
N#CC1c2ccccc2-c2ccccc2N1C(=O)c1ccccc1 (stereo not given)	-13%	12%	1	19%	22µM*	-4.4	-14%	-6%	-2%
Cc1cccc2c(N=NC(=O)c3ccc(NS(=O)(=O)c4cccs4)cc3)c(O)[nH]c12	6%	15%	-77*	-10%	2%[1.84 µM]	-0.6	-18%	20µM*	?
CCc1ccc(CNC(=O)Cn2nc(-c3ccccc3)ccc2=O)cc1	-9%	38%	4	-1%	11%	1.0	16%	?	?
CC(C)(C)/C=N/NC(=O)CNC(=O)c1ccc2c(c1)OCCO2	-21%	-44%	2	-2%	7%	-0.1	-6%	6%	3%
C[C@@H]1CN([C@@H](C)CO)C(=O)c2cccc(NS(=O)(=O)c3ccc(F)cc3)c2O[C@H]1CN(C)C(=O)NC1CCCCC1	?	?	0	-4%	0%	1.1	5%	8%	-12%
O=C(NNC1=NCCC1)c1cccc(Br)c1	7%	-18%	0	9%	4%	1.7	5%	-8%	0%
Cn1cc(SCC(=O)NC2CCCCC2)c2ccccc21	-4%	12%	4	-5%	-2%	-2.6	-8%	18%	1%
Cc1cccc(C(=O)NCCN(C)C)c1	11%	-24%	8	20%	7%	0.0	15%	8%	-11%
COc1ccc(CNCC(O)(c2ccccc2)c2ccccc2)cc1	-5%	15%	14	8%	-4%	-4.4	-11%	-5%	0%
Nc1nc(CSc2nnnn2-c2ccccc2)nc(N2CCCc3ccccc32)n1	6%	?	0	14%	3%	-3.6	-10%	-11%	3%
O=C(O)CC1(CC(=O)NCc2csc(-c3cccs3)n2)CCCCC1	0%	14%	3	-1%	0%	0.0	24%	5%	-4%
CCN(CCCNC(=O)Cn1ncc2c([nH]c3ccccc32)c1=O)Cc1ccccc1	-24%	2%	0	-4%	6%	0.9	-13%	-8%	-6%
Cc1ccc(C(=O)N/C(=C/c2cccs2)C(=O)NCCc2c[nH]c3ccccc23)cc1	?	.	-5	3%	2%	0.0	6%	-25%	-1%
Cc1cc(C)nc(SC2=CS(=O)(=O)c3ccccc32)n1	-11%	26%	-4	-5%	3%	-0.2	0%	-1%	-19%
CC12CN(C(=O)c3ccccc3)C3(C#N)CC1CCC23C (stereo not given)	-22%	3%	1	-14%	10%	-0.5	14%	-1%	1%
COc1ccccc1NCC(=O)N/N=C/c1c(O)ccc2ccccc12	-2%	2%	5	-10%	0%	?	-9%	-3%	16%
COc1ccc(N2CCN(c3nc4ccccn4c(=O)c3/C=C(\C#N)S(=O)(=O)c3ccccc3)CC2)cc1	11%	6%	4	13%	0%	-1.0	0%	-2%	5%
O=C(N/N=C\c1cccs1)c1ccccc1-n1cccc1	0%	6%	-12	1%	12%	0.2	3%	0%	-20%
CCOC(=O)/C(CCC[N+](C)(CC)CC)=N\O	-2%	-36%	2	3%	-6%	-1.0	6%	-3%	?
O=C(COC(=O)C1CCC1)Nc1ccc(Oc2ccccc2)cc1	-14%	9%	.	12%	2%	-2.4	?	-9%	2%
CCN(CC)C(=O)c1sc(NC(=O)Cc2cccs2)c(C#N)c1C	1%	24%	.	0%	1%	-2.2	10%	3%	-3%
Cc1cc(Nc2ccccc2)nc(-c2ccccc2O)n1	-2%	-21%	0	16%	-26%	0.5	-61%[inhibitor]	-15%	-1%

Looked up above:
For PLK1 PBD inh, `COc1ccc(N2CCN(c3nc4ccccn4c(=O)c3/C=C(\C#N)S(=O)(=O)c3ccccc3)CC2)cc1` shows 5%
For EPAC1 antagonist, `O=C(O)CC1(CC(=O)NCc2csc(-c3cccs3)n2)CCCCC1` shows 0%

The results go on:
SMILES	EPAC1 antagonist	FUS yeast rescue	PI5P4Ka inh	EPAC1 agonist	aSyn yeast inh	IL2 activator	Abeta rescue	WRN inhibitor	PLK1 PBD inh
CN(c1ccccc1)S(=O)(=O)c1ccc(C(=O)N2CCN(c3ccccc3Cl)CC2)cc1	-2%	34%	-2	-3%	13%	-1.0	3%	4%	0%
CCOC(=O)N1CCC(NC(=O)C2CCCN(S(=O)(=O)c3ccc4c(c3)oc(=O)n4C)C2)CC1 (stereo not given)	2%	2%	.	9%	0%	1.0	13%	-5%	2%
C/C(CC(=O)Nc1cc(C)ccn1)=N\NC(=O)c1cccc(F)c1	-14%	15%	2	3%	7%	0.0	1%	-6%	0%
Cc1oc2c(c1C(=O)Nc1cccc(C(=O)O)c1)CCCC2	2%	5%	.	11%	3%	-2.0	-4%	-7%[11.6 µM]	-15%
O=C(NCCc1ccccc1)C1CCN(C2CCN(Cc3ccco3)CC2)CC1	11%	0%	5	7%	0%	-0.3	-7%	1%	-2%
CCCCn1c(SCC(=O)Nc2cc(C)on2)nc2c1c(=O)n(C)c(=O)n2C	-1%	14%	.	0%	5%	-0.7	11%	-2%	-2%
O=C(CN1CCOCC1)Nc1ccc([N+](=O)[O-])cc1Br	12%	-34%	8	2%	-1%	-0.6	1%	6%	-2%
Cc1cccc(Nc2nc(-c3ccccc3)cs2)n1	-13%	-23%	4	3%	-27%	-0.2	-23%	-12%	-3%
Cc1nc(N2CCOCC2)[nH]c(=O)c1C(O)C(Cl)(Cl)Cl (stereo not given)	-19%	-14%	-1	5%	-3%	-0.3	.	-2%	-8%
Cc1ccc(-c2nn(-c3ccc(F)cc3)cc2C(=O)NCC(c2cccs2)N2CCOCC2)cc1 (stereo not given)	-8%	-10%	-4	9%	-1%	0.2	29%	3%	-3%
O=C1NCCCN1Cc1ccc(F)cc1Cl	14%	14%	.	7%	-2%	-1.6	-5%	9%	-6%
Cc1ccc2cc(C#N)c(NCCNC(=O)C3CC3)nc2c1C	-21%	29%	.	0%	0%	0.9	-2%	5%	-5%

Entries above marked active in WRN inhibitor.
SMILES,EPAC1 antagonist,PI5P4Ka inh,IL2 activator,WRN inhibitor,PLK1 PBD inh
Cc1cccc2c(N=NC(=O)c3ccc(NS(=O)(=O)c4cccs4)cc3)c(O)[nH]c12,6%,-77*,-0.6,20µM*,?

(next part)
SMILES	EPAC1 antagonist	FUS yeast rescue	PI5P4Ka inh	EPAC1 agonist	aSyn yeast inh	IL2 activator	Abeta rescue	WRN inhibitor	PLK1 PBD inh
Cc1cc(C)cc(C(=O)N(CCc2ccccc2)C2CC3CCC(C2)N3C)c1 (stereo not given)	-5%	12%	6	5%	3%	-3.6	1%	-7%	-3%
COc1ccc(-c2cn3ccccc3n2)cc1[N+](=O)[O-]	-28%	21%	-22	10%	-14%	-1.0	-19%	?	-17%
CCC(=O)N(C)CCc1cc2c(c(OC)c1/C=N/NS(=O)(=O)c1ccc(C)cc1)OCO2	3%	17%	0	1%	-4%	3.0	2%	4%	-4%
Cc1ccc(N(C(=O)c2csnn2)C(C(=O)NC2CCCCC2)c2ccco2)cc1 (stereo not given)	-16%	-18%	0	-8%	-1%	-0.9	-6%	-1%[57.1 µM]	-14%
CCC(=O)n1nc(-c2cccnc2)nc1NCc1cccs1	0%	6%	-1	-1%	-26%	0.4	4%	-5%	-11%
O=C(C1CCCC1)N1CCC(CC2CC(c3cccc(Br)c3)=NO2)(C(=O)NCC2CCCCC2)CC1 (stereo not given)	-16%	?	0	-11%	3%	-0.2	0%	-1%	2%
CCOC(=O)c1c(N)sc(C(=O)Nc2ccccc2F)c1C	-3%	3%	0	-10%	0%	-2.3	5%	-1%	5%
Cc1nn(C)c(C)c1/C=N/N=C1\CCC2C3CCc4cc(O)ccc4C3CCC12C (stereo not given)	3%	17%	-7	12%	-3%	-3.3	-3%	2%	-7%

Gathered by group, the compounds so far containing a halogen (ten)
SMILES	EPAC1 antagonist	FUS yeast rescue	PI5P4Ka inh	EPAC1 agonist	aSyn yeast inh	IL2 activator	Abeta rescue	WRN inhibitor	PLK1 PBD inh
C[C@@H]1CN([C@@H](C)CO)C(=O)c2cccc(NS(=O)(=O)c3ccc(F)cc3)c2O[C@H]1CN(C)C(=O)NC1CCCCC1	?	?	0	-4%	0%	1.1	5%	8%	-12%
O=C(NNC1=NCCC1)c1cccc(Br)c1	7%	-18%	0	9%	4%	1.7	5%	-8%	0%
CN(c1ccccc1)S(=O)(=O)c1ccc(C(=O)N2CCN(c3ccccc3Cl)CC2)cc1	-2%	34%	-2	-3%	13%	-1.0	3%	4%	0%
C/C(CC(=O)Nc1cc(C)ccn1)=N\NC(=O)c1cccc(F)c1	-14%	15%	2	3%	7%	0.0	1%	-6%	0%
O=C(CN1CCOCC1)Nc1ccc([N+](=O)[O-])cc1Br	12%	-34%	8	2%	-1%	-0.6	1%	6%	-2%
Cc1nc(N2CCOCC2)[nH]c(=O)c1C(O)C(Cl)(Cl)Cl (stereo not given)	-19%	-14%	-1	5%	-3%	-0.3	.	-2%	-8%
Cc1ccc(-c2nn(-c3ccc(F)cc3)cc2C(=O)NCC(c2cccs2)N2CCOCC2)cc1 (stereo not given)	-8%	-10%	-4	9%	-1%	0.2	29%	3%	-3%
O=C1NCCCN1Cc1ccc(F)cc1Cl	14%	14%	.	7%	-2%	-1.6	-5%	9%	-6%
O=C(C1CCCC1)N1CCC(CC2CC(c3cccc(Br)c3)=NO2)(C(=O)NCC2CCCCC2)CC1 (stereo not given)	-16%	?	0	-11%	3%	-0.2	0%	-1%	2%
CCOC(=O)c1c(N)sc(C(=O)Nc2ccccc2F)c1C	-3%	3%	0	-10%	0%	-2.3	5%	-1%	5%

Bioassay records deposited in PubChem BioAssay by National Center for Advancing Translational Sciences (NCATS).
